Assay outcomes (PubChem)
A3A deaminase – blocks human APOBEC3A ssDNA deamination. inhibition, % at 20 µM. actives 0.41% (n = 330,000). P31941. recombinant A3A, FAM/TAMRA ssDNA deamination fluorescence;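 active means at least 40% inhibition at 20 µM here, with at most 30% in a related deaminase screen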;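 further: plate controls were A3A with DMSO for no effect and wells lacking A3A enzyme for full effect; some results filed as inactive read as strong as hits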
Target sequence (P31941 whole entry, looked up): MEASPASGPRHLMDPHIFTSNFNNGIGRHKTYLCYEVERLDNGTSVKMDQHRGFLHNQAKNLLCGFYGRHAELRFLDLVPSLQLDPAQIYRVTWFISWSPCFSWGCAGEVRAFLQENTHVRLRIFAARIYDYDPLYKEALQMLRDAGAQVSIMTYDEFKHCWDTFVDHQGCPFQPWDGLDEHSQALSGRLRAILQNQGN
hIAP block – blocks human intestinal alkaline phosphatase. inhibition, % at 10 µM. P09923. AID 2544. purified IAP, CDP-Star luminescence, 30 min. actives 0.12% (n = 330,000);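 active means inhibition reaching a set limit with compound at 10 µM in the primary screen, cut at about 35% in these data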;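 further: plate controls were DMSO wells with enzyme for no effect and no-enzyme buffer wells for full effect; values of inactives mirror those of a sister screen read the other way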
mIAP inh – blocks mouse intestinal alkaline phosphatase; purified mouse IAP, CDP-Star luminescence, 30 min; inhibition, % at 10 µM; actives 0.2% (n = 330,000); AID 2806;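 active means inhibition of at least 40% at 10 µM in the primary screen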;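 further: plate controls were DMSO with enzyme for no effect and no enzyme wells for full effect; values of inactives mirror those of a sister screen read the other way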
beta cell repl – induces beta-cell replication in MIN6 cells; MIN6 cells proliferation, ATPlite luminescence, 48 h; cells starved in 0.2% serum; 100% = growth in 10% serum; proliferation, % at 10 µM; actives 0.29% (n = 330,000); AID 2380;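 active means compounds whose signal lies at least 3.5 SD above the mean of all wells on their plate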;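 further: 0% = DMSO-treated cells in low-serum medium and 100% = 10% serum control; some compounds called inactive have numbers as strong as hits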
hIAP act – increases human intestinal alkaline phosphatase activity; AID 2524; purified human IAP, CDP-Star luminescence, 30 min; active compounds read high; 1 = vehicle-only enzyme, 0 = enzyme-free background; P09923; activation factor at 10 µM; actives 0.16% (n = 330,000);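 active means activation factor of the enzyme at least 2-fold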; further: the source names both 10 and 20 µM as test concentration; values of inactives mirror those of a sister screen read the other way
A3G deaminase – blocks human APOBEC3G single-stranded DNA deamination. AID 493012. actives 0.28% (n = 330,000). inhibition, % at 20 µM. recombinant A3G, ssDNA deamination FAM/TAMRA fluorescence. Q9HC16;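 active means inhibition of at least 40% at 20 µM, with no more than 30% in the related APOBEC3A deaminase screen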;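 further: plate controls were DMSO wells with A3G for no effect and wells lacking A3G enzyme for full effect; some compounds called inactive have numbers as strong as hits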
Target sequence (Q9HC16 whole entry, looked up): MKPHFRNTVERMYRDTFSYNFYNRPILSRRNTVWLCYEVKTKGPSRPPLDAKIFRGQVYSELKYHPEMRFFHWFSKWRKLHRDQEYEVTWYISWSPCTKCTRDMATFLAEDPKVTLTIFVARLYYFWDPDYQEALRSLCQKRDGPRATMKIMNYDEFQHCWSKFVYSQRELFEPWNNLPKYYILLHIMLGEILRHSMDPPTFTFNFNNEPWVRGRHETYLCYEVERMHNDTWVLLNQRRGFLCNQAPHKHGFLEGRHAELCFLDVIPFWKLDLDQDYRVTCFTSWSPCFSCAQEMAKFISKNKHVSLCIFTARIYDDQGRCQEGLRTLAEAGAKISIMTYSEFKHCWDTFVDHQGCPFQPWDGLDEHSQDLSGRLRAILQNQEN
mIAP activ – mouse IAP activation; muIAP, CDP-Star luminescence, 30 min; active compounds read high; 1 = vehicle-only enzyme signal, 0 = enzyme-free wells; activation factor at 10 µM; actives 0.24% (n = 330,000); AID 2805;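 active means activation factor of at least 2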; further: the source names both 10 and 20 µM as test concentration; values of inactives mirror those of a sister screen read the other way
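also added = chemiluminescent substrate CDP-Star | test system = mouse IAP enzyme | signal = chemiluminescence readout | compound = DMSO-dissolved test compounds | incubation = 30 min at room temperature | benchmarks = DMSO wells, no-enzyme wells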
ATG4B inhibitor – ATG4B (human) cysteine protease inhibition; actives 0.51% (n = 340,000); inhibition, % at 8.33 µM; ATG4B cleavage of LC3-PLA2, NBD-HPC fluorescence, 1 h; Q9Y4P1; in the data active means inhibition above about 40%
Target sequence (Q9Y4P1 whole entry, looked up): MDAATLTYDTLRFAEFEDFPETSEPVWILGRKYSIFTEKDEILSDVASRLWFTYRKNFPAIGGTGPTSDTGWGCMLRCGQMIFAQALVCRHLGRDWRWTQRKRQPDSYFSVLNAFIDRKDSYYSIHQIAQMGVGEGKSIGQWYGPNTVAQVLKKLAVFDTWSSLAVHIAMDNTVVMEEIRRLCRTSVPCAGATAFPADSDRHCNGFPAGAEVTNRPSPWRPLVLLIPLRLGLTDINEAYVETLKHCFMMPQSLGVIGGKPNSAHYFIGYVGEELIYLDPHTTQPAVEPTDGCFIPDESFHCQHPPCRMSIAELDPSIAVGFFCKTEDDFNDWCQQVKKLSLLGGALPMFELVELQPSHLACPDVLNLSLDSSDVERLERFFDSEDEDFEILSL
MPTP block – blocks calcium-induced mitochondrial swelling; isolated mouse mitochondria, Ca2+ swelling absorbance, 30 min; inhibition, % at 10 µM; actives 1.4% (n = 360,000); AID 602449;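 active means inhibition of 50% or more, scaled per plate between neutral and stimulator controls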;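 further: 0% = DMSO wells given calcium and 100% = 1 mM EGTA wells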
Starred values were filed as active, the others as inactive; nt = not tested or not shown; & = joins results of further samples.

Order of values – A3A deaminase, hIAP block, mIAP inh, beta cell repl, hIAP act, A3G deaminase, mIAP activ, ATG4B inhibitor, MPTP block
CS(=O)(=O)Nc1ccc(C(=O)NCc2ccco2)cc1
  -2, 20, -7, -2, 0.81, -5, 1.1, -3, -1.2
N#CCCN(Cc1cccnc1)C(=S)NC(=O)c1ccccc1
  -4, -2, 12, -3, 1, -3, 0.88, -2, -2.3
O=C(Cc1cccs1)N1CCN=C1SCc1ccccc1Cl
  -5, -14, -18, -2, 1.1, -3, 1.2, 4, -3.9
Cc1ccc(C)c(OCCn2ccnc2)c1
  -5, 2, -2, 1, 0.98, -5, 1, -5, 0.1
O=C(CCSCCc1ccccn1)Nc1nccs1
  1, -8, -7, -1, 1.1, -9, 1.1, 1, -1.7
Fc1ccc(Cn2cnc3ccccc32)cc1
  -1, 2, 5, -4, 0.98, 2, 0.95, -13, 2.0
COC(=O)c1ccc(S(=O)(=O)NCc2ccc(S(N)(=O)=O)cc2)n1C
  2, -16, 2, -3, 1.2, -4, 0.98, -6, 3.5
CCCc1cc(=O)n2[nH]c(NCc3ccc(OC)c(OC)c3)nc2n1
  13, 9, -1, -1, 0.91, -1, 1, -3, 0.5
Cc1nc(CC(=O)Nc2nc(-c3ccccc3)cs2)cs1
  -2, 7, -7, -3, 0.93, -3, 1.1, 3, -1.1
COc1ccc(S(=O)(=O)NCC2CCCN(Cc3ccc(O)cc3)C2)cc1 (stereo not drawn)
  0, 13, 3, 0, 0.87, -1, 0.97, -8, -2.1
Cc1cc(C)n2nc(SCC(=O)NC3CCCCC3)nc2n1
  -7, -7, 0, 2, 1.1, -5, 1, -4, -3.0
FC(F)(F)c1cnc(/C=C/Nc2ccccc2Cl)c(Cl)c1
  2, 20, 8, -6, 0.8, -4, 0.92, -4, 3.9
COc1ccc(CCNC(=O)c2cc3c(=O)n4ccccc4nc3n(CCCN3CCOCC3)c2=N)cc1OC
  2, -5, 7, 1, 1.1, 0, 0.93, -13, -0.9
Cc1ccc(-c2nc(SCC(=O)NCCN3C(=O)CSC3=O)[nH]c2-c2ccc(C)cc2)cc1
  -8, 13, 1, -2, 0.87, -8, 0.99, nt, nt
COc1ccc(C(=O)NCCC2=CCCCC2)cc1
  4, 19, 2, 0, 0.81, -4, 0.98, 8, 1.5
O=C(O)c1ccc(NC(=O)c2cccs2)cc1
  -2, 2, 12, -2, 0.98, -3, 0.88, 2, -3.9
O=C(NCc1ccccc1)C1CCCN(S(=O)(=O)c2cccc3nsnc23)C1 (stereo not drawn)
  -2, 17, 3, -1, 0.83, -2, 0.97, 2, 2.0
COc1cccc(-n2c(SCC(=O)NCCc3ccccc3)nnc2-c2ccoc2C)c1
  -4, -39, -16, -2, 1.4, -9, 1.2, -15, -0.6
C=CCn1c(SCC(=O)Nc2cc(C)on2)nnc1-c1ccccc1OC
  0, 0, 3, 6, 1, -4, 0.97, 2, 1.0
Clc1ccccc1C1=CC(c2ccco2)n2ncnc2N1 (stereo not drawn)
  -1, 4, 8, -2, 0.96, 3, 0.92, 1, 2.6
Cc1ccc(NC(=S)N(CCN2CCCCC2)Cc2ccco2)cc1Cl
  2, 4, 2, -4, 0.96, -11, 0.97, 0, 23
COc1ccccc1C(=O)NCCCn1cc(Br)c(C)n1
  0, 14, 6, 0, 0.86, -6, 0.94, -7, 24
CC(=O)OCC(=O)Nc1ccc(Cl)cc1Cl
  -3, -2, -6, -1, 1, -3, 1.1, 3, 9.7
O=C(NN=Cc1ccc(N2CCOCC2)s1)c1ccc([N+](=O)[O-])cc1
  -1, 13, 8, 1, 0.87, -3, 0.93, -2, 3.3
Cc1ccc(S(=O)(=O)NCc2ccc(C(=O)NC3CCC(C)CC3)cc2)cc1 (stereo not drawn)
  -4, 3, 4, 0, 0.97, -10, 0.96, -6, -0.4
Cc1cc(N2CCN(C3CCCC3)CC2)n2c(nc3ccccc32)c1C#N
  1, -48, -33, 1, 1.5, -6, 1.3, -6, 0.6
O=C(O)c1ccc(NC(=O)c2cccc(N3C(=O)C4C5CCC(C5)C4C3=O)c2)cc1 (stereo not drawn)
  -2, -7, -5, 0, 1.1, -1, 1.1, -2, -1.1
Cc1nc2ccccc2c(=O)n1NC(=O)CCC(=O)O
  0, 7, 11, -3, 0.93, 1, 0.89, 7, -0.1
CN(C)C=NC(=O)c1ccc([N+](=O)[O-])c(CS(=O)(=O)c2ccc(Cl)cc2)c1
  -3, 9, 12, -1, 0.91, -5, 0.88, -4, 0.6
O=C(NNC(=O)C1CC(=O)N(Cc2ccccc2)C1)c1ccc(Br)cc1 (stereo not drawn)
  1, -77, 10, 0, 1.8, -7, 0.9, -8, -0.9

3 neighbouring compounds already listed, for reference:
Order of values – A3A deaminase, hIAP block, mIAP inh, beta cell repl, hIAP act, A3G deaminase, mIAP activ, ATG4B inhibitor, MPTP block
Clc1ccccc1C1=CC(c2ccco2)n2ncnc2N1 (stereo not drawn)
  -1, 4, 8, -2, 0.96, 3, 0.92, 1, 2.6
Cc1ccc(NC(=S)N(CCN2CCCCC2)Cc2ccco2)cc1Cl
  2, 4, 2, -4, 0.96, -11, 0.97, 0, 23
COc1ccccc1C(=O)NCCCn1cc(Br)c(C)n1
  0, 14, 6, 0, 0.86, -6, 0.94, -7, 24

(listing goes on)
Order of values – A3A deaminase, hIAP block, mIAP inh, beta cell repl, hIAP act, A3G deaminase, mIAP activ, ATG4B inhibitor, MPTP block
Cc1cccc(N2CCN(C(=O)c3ccc(Cl)c(S(=O)(=O)NCc4ccco4)c3)CC2)c1C
  0, -13, 6, -6, 1.1, -6, 0.94, -4, 1.0
CC(C)c1ccc(NC(=S)Nc2ccc(OC(F)(F)F)cc2)cc1
  -6, -3, -61, -6, 1, -6, 1.6, 3, 90*
Cc1nnc(NC(=O)Cn2nc(C)c3ccccc3c2=O)s1
  0, 3, 2, 2, 0.97, -2, 0.98, -5, -1.6
CC(=O)Nc1cccc(-c2csc(NCc3ccco3)n2)c1
  -4, 3, 1, 1, 0.97, -5, 0.99, -11, 1.8
COc1ccccc1/C=N/N1C(=O)C2C3C=CC(CC3)C2C1=O (stereo not drawn)
  1, 2, 6, -1, 0.98, 22, 0.94, 3, 0.8
O=C(O)/C(=C\c1cccs1)Sc1nnc(-c2ccc(F)cc2)o1
  10, -15, 1, -2, 1.1, -3, 0.99, -2, 0.1
Cc1ccc(N(C(=O)c2cnccn2)C(C(=O)NC2CCCCC2)c2ccc(O)cc2)cc1 (stereo not drawn)
  0, -4, -5, -1, 1, -1, 1, -7, -0.5
O=C(CCOc1ccccc1)Nc1ccc(Br)cc1
  5, 4, -14, -1, 0.96, 2, 1.1, -1, 0.6
O=C(COC(=O)CN1C(=O)C2CCCCC2C1=O)Nc1cc(S(=O)(=O)N2CCOCC2)ccc1Cl (stereo not drawn)
  2, -17, -3, -3, 1.2, -2, 1, -9, 1.7
CCN(CC)S(=O)(=O)c1ccc(N(C)Cc2ccc(C(F)(F)F)cc2)nc1
  -1, -12, -2, -4, 1.1, -5, 1, -8, 94*
COc1ccc(CN2C(=O)C(CC(C)C)Nc3ncnc(N4CCN(c5ccccn5)CC4)c32)cc1 (stereo not drawn)
  -5, -2, 3, -1, 1, -8, 0.97, -4, 0.1
CCCCn1c(N)c(N(CC)C(=O)c2cc(S(=O)(=O)N3CCCCCC3)ccc2OC)c(=O)[nH]c1=O
  -2, 3, 5, -3, 0.97, -6, 0.95, 3, 1.4
Cc1ccc(NC(=O)c2ccco2)c(NC(=O)Cc2cccs2)c1
  4, -4, 6, -3, 1, 5, 0.94, 15, -0.2
Brc1ccc(-c2csc(-c3c[nH]c4ccccc34)n2)cc1
  -5, -3, 0, -2, 1, -9, 1, -2, 0.4
CCOCCCn1c(=NC(C)=O)c(C(=O)OCC)cc2c(=O)n3ccccc3nc21
  4, -3, 2, 6, 1, 0, 0.98, -3&7, -2.6&-2.7
CCNc1c(NS(=O)(=O)c2ccc(OC)c(Cl)c2)c(=O)oc2ccccc12
  -2, 3, 10, -1, 0.97, -3, 0.9, -4, -1.1
COC(=O)c1c(NC(=O)Cc2cccs2)sc(C(=O)N2CCCCC2)c1C
  -1, -58, 4, 1, 1.6, -4, 0.96, 2, 0.4
Cc1nnc2n1NC(c1ccc(Cl)cc1)C(C(=O)N(C)C1CCCCC1)S2 (stereo not drawn)
  -2, -11, -5, -2, 1.1, -6, 1.1, 2, -1.2
Cc1sc(NC(=O)C2CCCCC2C(=O)O)c(C(N)=O)c1C (stereo not drawn)
  4, 9, -3, -2, 0.91, -2, 1, 3, -0.4
CN(C)S(=O)(=O)c1cccc(NC(=O)CCc2nc3cc(S(=O)(=O)N4CCOCC4)ccc3n2C)c1
  16, 1, 2, -3, 0.99, -1, 0.98, 1, -0.1
COc1cc(NC(=O)Cc2ccccc2)ccc1NC(=O)Cc1ccccc1
  -4, -6, -6, 1, 1.1, -9, 1.1, -2, 0.3
COc1ccc(C(=O)CSc2nnn(-c3cccc(NC(C)=O)c3)n2)cc1
  -2, 7, -7, 0, 0.93, -6, 1.1, -2, 4.0
COc1ccc(OC)c(S(=O)(=O)NCC(=O)O)c1
  -5, -27, -2, 1, 1.3, -5, 1, -5, 0.1
O=C1COc2ccc(C(=O)COC(=O)CNC(=O)c3ccccc3)cc2N1
  -4, -7, 0, -3, 1.1, -7, 1, -8, 0.9
COC(=O)COc1ccc(S(=O)(=O)NCc2ccc3c(c2)OCO3)cc1
  0, 30, -6, -3, 0.7, -2, 1.1, -4, -0.1
Cc1cc(=O)n2c(C)n[nH]c2n1
  -2, 5, -2, -3, 0.95, -1, 1, -9, -1.2

Part of the list above in order of length of the SMILES, descending.
Order of values – A3A deaminase, hIAP block, mIAP inh, beta cell repl, hIAP act, A3G deaminase, mIAP activ, ATG4B inhibitor, MPTP block
CN(C)C=NC(=O)c1ccc([N+](=O)[O-])c(CS(=O)(=O)c2ccc(Cl)cc2)c1
  -3, 9, 12, -1, 0.91, -5, 0.88, -4, 0.6
O=C(NNC(=O)C1CC(=O)N(Cc2ccccc2)C1)c1ccc(Br)cc1 (stereo not drawn)
  1, -77, 10, 0, 1.8, -7, 0.9, -8, -0.9
Cc1nnc(NC(=O)Cn2nc(C)c3ccccc3c2=O)s1
  0, 3, 2, 2, 0.97, -2, 0.98, -5, -1.6

Compounds were not picked by outcome; overall some 3.3% were active at least once.
